Screening results deposited in PubChem by PCMD.
Cathepsin G inh: inhibitors of human cathepsin G; 62,000 tested, 0.2% active; P08311; AID 581; purified enzyme, AMC-tetrapeptide fluorescence, pooled mixtures; inhibition, % at 5 µM (by protocol);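 active means inhibition above 20% in each of the two mixture wells holding the compound; inactive means inhibition of 20% or less in either well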;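 further: 0% = enzyme control without mixture and 100% = blank lacking enzyme; strong numbers were not always called active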
C1s block: blocks human complement C1s protease activity | P09871 | purified C1s, fluorogenic AMC substrate, pooled mixtures | mean inhibition % of two 10-compound mixtures (stronger effect = higher value), % at 5 µM (by protocol) | 62,000 tested, 0.16% active | AID 538;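 active means inhibition above 20% in each of the two 10-compound mixture wells holding the compound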;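 further: 0% = enzyme wells lacking compound mixture and 100% = no-enzyme blank wells; some compounds called inactive have numbers as strong as hits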
CatS inh: human cathepsin S inhibition | P25774 | recombinant cathepsin S, AMC dipeptide fluorescence, pooled mixtures | inhibition, %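 (tested at 5 µM per compound within 10-compound mixtures)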 | 62,000 tested, 0.06% active; in the data active means inhibition above about 32%, passing the limit was not always enough;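 further: 0% = enzyme without compound and 100% = blank without enzyme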
CatB mixtures: human cathepsin B inhibition by mixtures; P07858; 62,000 tested, 0.06% active; AID 488; Purified cathepsin B, AMC dipeptide fluorescence, compound mixtures; inhibition, %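 (ten-compound pools at 5 µM per compound and 50 µM total)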; in the data active means inhibition above about 22%, passing the limit was not always enough;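 further: 0% = enzyme without compound and 100% = no enzyme blank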
AP ELISA ortho: alternative pathway complement inhibition, orthogonal assay; Human serum alternative complement pathway, LPS-coated ELISA, C3 deposition; tested in compound mixtures; inhibition, % at 5 µM; 62,000 tested, 0.08% active;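 active means inhibition above 30% in each of the two pooled mixtures holding the compound, so the lower value exceeds 30%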;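 further: 0% = serum in Mg-EGTA without compound and 100% = EDTA serum blank; some compounds past the cut are filed as inactive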
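Assay system: Human serum alternative complement pathway, C3 deposition on LPS-coated wells | Incubation: 1 h serum-compound exposure at 37 °C | Doses: 5 µM per compound in ten-compound mixtures | Read-out: Percent inhibition | Technique: ELISA with HRP anti-human C3 antibody, TMB substrate, absorbance 450 nm | Replication: Two pool placements per compound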
CatB block: inhibitors of human cathepsin B; 63,000 tested, 0.1% active; AID 453; P07858; inhibition, %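 (tested at 10 µM)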; purified cathepsin B, fluorogenic substrate, fluorescence; in the data active means inhibition above about 21%;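 further: 0% = enzyme with no compound and 100% = no enzyme blank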
CatL block: inhibitors of human cathepsin L; P07711; purified cathepsin L, fluorogenic substrate, fluorescence; inhibition, %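 (tested at 10 µM)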; 58,000 tested, 0.17% active; in the data active means inhibition above about 45%;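 further: 0% = enzyme with no compound and 100% = no enzyme blank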
FXIa inh mix: inhibitors of human coagulation factor XIa, pooled mixtures; inhibition, % at 5 µM; purified FXIa, fluorogenic substrate; 62,000 tested, 0.19% active; P03951; in the data active means inhibition above about 20%, passing the limit was not always enough;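 further: each value is inhibition by a whole ten-compound pool holding the compound; 0% = enzyme with no mixture and 100% = wells lacking enzyme; strong numbers were not always called active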
E coli RNAP: blocks E. coli RNA polymerase transcription; fluorescence transcription assay; AID 559; inhibition, %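 (tested at 10 µM)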; P0A8V2; 62,000 tested, 0.2% active; in the data active means inhibition above about 20%;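 further: 0% = enzyme without compound and 100% = no enzyme blank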
Target sequence (P0A8V2 whole entry, looked up): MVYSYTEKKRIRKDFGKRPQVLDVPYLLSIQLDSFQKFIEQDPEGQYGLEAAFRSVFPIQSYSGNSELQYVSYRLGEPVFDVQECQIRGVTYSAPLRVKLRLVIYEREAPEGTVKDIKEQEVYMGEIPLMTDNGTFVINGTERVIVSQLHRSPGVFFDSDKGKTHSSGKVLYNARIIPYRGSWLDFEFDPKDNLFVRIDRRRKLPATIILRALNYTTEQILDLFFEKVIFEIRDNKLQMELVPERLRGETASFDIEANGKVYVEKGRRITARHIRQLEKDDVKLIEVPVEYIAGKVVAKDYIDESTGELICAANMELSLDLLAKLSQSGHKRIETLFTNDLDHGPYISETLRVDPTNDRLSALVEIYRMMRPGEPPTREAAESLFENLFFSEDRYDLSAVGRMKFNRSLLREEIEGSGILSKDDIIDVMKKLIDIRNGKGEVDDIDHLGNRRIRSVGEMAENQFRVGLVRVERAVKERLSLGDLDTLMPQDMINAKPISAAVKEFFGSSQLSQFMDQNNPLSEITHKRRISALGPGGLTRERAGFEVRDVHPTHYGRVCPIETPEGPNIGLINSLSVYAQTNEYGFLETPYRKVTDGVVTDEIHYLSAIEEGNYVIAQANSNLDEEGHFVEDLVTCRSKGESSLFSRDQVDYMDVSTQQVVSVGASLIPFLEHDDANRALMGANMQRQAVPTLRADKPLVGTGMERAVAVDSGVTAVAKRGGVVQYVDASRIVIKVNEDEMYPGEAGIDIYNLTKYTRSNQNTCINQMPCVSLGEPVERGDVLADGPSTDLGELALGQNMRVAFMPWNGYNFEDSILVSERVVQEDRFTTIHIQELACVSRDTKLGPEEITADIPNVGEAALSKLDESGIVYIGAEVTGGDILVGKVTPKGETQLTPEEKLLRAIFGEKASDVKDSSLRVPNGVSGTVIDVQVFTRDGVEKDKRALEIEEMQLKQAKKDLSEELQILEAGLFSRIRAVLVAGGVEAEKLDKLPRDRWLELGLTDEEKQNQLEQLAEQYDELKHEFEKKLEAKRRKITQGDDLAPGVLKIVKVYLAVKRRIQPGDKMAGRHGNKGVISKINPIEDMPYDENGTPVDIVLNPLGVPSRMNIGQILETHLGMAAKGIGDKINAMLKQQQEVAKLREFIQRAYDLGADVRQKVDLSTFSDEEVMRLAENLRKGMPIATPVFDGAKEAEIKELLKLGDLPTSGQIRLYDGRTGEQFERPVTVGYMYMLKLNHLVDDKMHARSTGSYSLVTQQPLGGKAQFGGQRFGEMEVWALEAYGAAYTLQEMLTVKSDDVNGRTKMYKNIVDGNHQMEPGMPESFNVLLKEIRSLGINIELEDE
* marks the source's active call; other numbers are inactive results; i = inactive; . = not tested or not shown. Some of the compounds tested; the hit share may differ from the screen's.

Cathepsin G inh,C1s block,CatS inh,CatB mixtures,AP ELISA ortho,CatB block,CatL block,FXIa inh mix,E coli RNAP,SMILES
14,8,9,2,3,2,23,10,9,CC(C)NC(=O)CN(CCc1ccccc1)S(C)(=O)=O
5,4,14,3,-5,2,-4,-2,5,O=C(O)C1CC(=O)N(c2ccc(Br)cc2)C1 (centres undefined)
9,8,8,2,6,1,2,3,8,COc1ccc(C2C(C(=O)N3CCCC3)c3cc(OC)c(OC)cc3C(=O)N2C)cc1 (centres undefined)
3,-2,3,1,9,3,19,6,2,COc1cc(C(=O)OCC(=O)Nc2cc(C)on2)ccc1OCc1ccccc1Cl
3,-36,7,0,7,-1,24,13,7,CN(C)CC(O)COc1ccc(-c2ccc(C#N)cc2)cc1 (centres undefined)
-9,-9,-5,0,-5,1,-4,0,-8,O=C(CCCN1C(=O)c2ccccc2C1=O)Nc1ccccn1
-2,-2,7,1,1,5,15,5,7,O=C(C1CCCN(S(=O)(=O)c2ccc(F)cc2)C1)N1CCCC1 (centres undefined)
-5,-1,17,2,-1,7,.,5,2,CCOC(=O)N1CCN(C(=O)CN(c2ccccc2OC)S(=O)(=O)c2ccc(C)cc2)CC1
-1,16,-9,4,4,8,7,10,7,COc1ccccc1Nc1nc(N)nc(CSc2nccc(C)n2)n1
4,6,5,0,-10,1,2,-1,6,Cc1ccc(-c2nnn(CC(=O)N(c3ccccc3F)C(C(=O)NC3CCCC3)c3ccco3)n2)o1 (centres undefined)
-7,-13,9,0,-9,3,15,-11,4,O=C1CC(NCc2ccncc2)C(=O)N1c1ccccc1 (centres undefined)
13,53,-2,4,14,4,-2,-4,3,CN(C)C(=O)N1CCCC(C(=O)NCc2ccccc2Cl)C1 (centres undefined)
11,1,-4,1,16,-1,-9,3,6,O=c1cc(CN2CCN(c3ccccc3)CC2)c2cc(O)c(-c3ccccc3)cc2o1
14,19,2,6,21,6,.,9,5,CCCCn1c(SCc2ncc(-c3ccccc3)o2)nc2cc(S(N)(=O)=O)ccc21
8,-2,-4,-1,17,1,7,-1,-3,Cc1ccccc1CSCC(=O)NC(=O)NC(C)(C)C
-26,-144,-5,-8,-3,6,2,-30,6,Cc1c(NC(=O)c2cc(-c3ccco3)on2)c(=O)n(-c2ccccc2)n1C
-52,-218,-46,-28,16,-33,i,-54,-160,CCOC(=O)N1CCC(N2C(=O)c3ccccc3C2Nc2ccc3c(C)cc(=O)oc3c2)CC1 (centres undefined)
-5,-3,-1,1,-15,0,12,2,7,CCOC(=O)Cn1cc(C(=O)c2ccco2)c2ccccc21
16,1,-3,0,15,-1,.,26,2,CCc1nnc(NC(=O)c2cccc(OC)c2)s1
1,3,6,-4,-7,-1,4,1,8,CCCCOc1ccc(C2(C(=O)O)CCCC2)cc1

Reprinted from the part before: 2 entries, then new ones.
Cathepsin G inh,C1s block,CatS inh,CatB mixtures,AP ELISA ortho,CatB block,CatL block,FXIa inh mix,E coli RNAP,SMILES
16,1,-3,0,15,-1,.,26,2,CCc1nnc(NC(=O)c2cccc(OC)c2)s1
1,3,6,-4,-7,-1,4,1,8,CCCCOc1ccc(C2(C(=O)O)CCCC2)cc1
-2,-17,-4,5,10,0,-54,3,3,CCc1cc2c(-c3ccccc3)cc(=O)oc2c(CN2CCOCC2)c1O
-9,-13,-5,-1,-5,2,1,-1,-8,CC(C)(C)c1ccc2c(c1)N(CC(=O)O)C(=O)CO2
-5,-7,11,3,4,-5,-1,2,5,CC1CCCCN1c1nnc(NC(=O)Cn2c(=O)oc3ccccc32)s1 (centres undefined)
1,2,7,5,-2,2,-3,-4,4,CCOC(=O)CCCn1nc(C)n2c(cc3sccc32)c1=O
-12,-42,-5,-4,6,3,10,-2,-2,Cn1cc(S(=O)(=O)N2CCN(c3cccc(C(F)(F)F)c3)CC2)c(=O)n(C)c1=O
1,-37,9,5,13,-2,.,10,6,CC1Cc2nc(SCC(=O)NCCc3ccccc3)n(C)c(=O)c2S1 (centres undefined)
-2,-36,15,0,-5,4,10,0,10,CC(=O)c1ccc(N2CCN(C(=O)c3ccc(NC(=O)C4CCCO4)cc3)CC2)cc1 (centres undefined)
12,-1,13,-6,5,3,6,2,9,CC1CCCCC1NC(=O)Cn1ncc2ccccc21 (centres undefined)
0,-1,3,-2,6,-1,10,2,2,CCOc1ccc(C(=O)N2CCCC2C(=O)O)cc1 (centres undefined)
6,3,0,1,-2,0,6,6,5,Cn1ncc2c1ncn1nc(CCc3ccccc3)nc21
6,-19,-2,-4,0,0,-118,1,-6,COc1ccc(-c2nc(C#N)c(N3CCCCCC3)o2)cc1OC
-2,2,9,1,-12,0,30,1,8,O=C(O)c1ccc(C(=O)c2ccc3c(c2)C(=O)N(Cc2ccco2)C3=O)cc1
-17,-149,-23,1,9,-1,-3,-14,8,COCCNC(=O)C(C)N(c1ccc(Oc2ccccc2)cc1)S(C)(=O)=O (centres undefined)
11,17,7,-1,-9,16,28,5,4,Cc1ccc(Nc2nc(N)nc(CN3CCN(Cc4ccc5c(c4)OCO5)CC3)n2)c(C)c1
7,-7,-7,-4,-4,1,-2,2,0,CC(C)NC(=O)c1ccc2c(c1)N(CC(=O)N1CCOCC1)C(=O)C(C)(C)O2
10,12,-3,-3,9,3,21,1,6,O=c1c2nnn(Cc3ccccc3)c2ncn1C/C=C/c1ccccc1
-4,38,9,5,0,5,7,6,8,N#CCSc1nc2ccccc2c(=O)n1-c1ccccc1
11,16,17,6,3,2,-5,4,10,Clc1ccc(OCc2nnc(-c3ccccc3Br)o2)c(Cl)c1
8,39,-7,14,18,-5,-3,7,4,Cc1cccc(C(=O)OCC(=O)Nc2ccc(N3CCCCC3)cc2)c1O
6,-8,15,2,7,3,-17,9,6,Nc1c(S(=O)(=O)c2ccccc2)c2nc3ccccc3nc2n1/N=C/c1cccc(O)c1

Some of the entries above in another layout:
canonical_smiles	Cathepsin G inh	C1s block	CatS inh	CatB mixtures	AP ELISA ortho	CatB block	CatL block	FXIa inh mix	E coli RNAP
CC(=O)c1ccc(N2CCN(C(=O)c3ccc(NC(=O)C4CCCO4)cc3)CC2)cc1 (centres undefined)	-2	-36	15	0	-5	4	10	0	10
CC1Cc2nc(SCC(=O)NCCc3ccccc3)n(C)c(=O)c2S1 (centres undefined)	1	-37	9	5	13	-2	.	10	6
O=C(O)c1ccc(C(=O)c2ccc3c(c2)C(=O)N(Cc2ccco2)C3=O)cc1	-2	2	9	1	-12	0	30	1	8
CC(C)(C)c1ccc2c(c1)N(CC(=O)O)C(=O)CO2	-9	-13	-5	-1	-5	2	1	-1	-8
Cn1ncc2c1ncn1nc(CCc3ccccc3)nc21	6	3	0	1	-2	0	6	6	5

Continued:
Cathepsin G inh,C1s block,CatS inh,CatB mixtures,AP ELISA ortho,CatB block,CatL block,FXIa inh mix,E coli RNAP,SMILES
0,-4,34,1,10,-1,-5,4,3,CCOC(=O)Cc1csc(NC(=O)c2ccc(Br)s2)n1
9,4,0,0,2,0,15,0,6,Cc1[nH]c2ccccc2c(=O)c1CN1CCCCC1
6,12,-3,5,14,4,5,10,2,Cc1c(C(=O)OC2CCCCC2)sc2nc[nH]c(=O)c12
13,10,0,7,11,3,11,4,5,CCc1ccc(C2CC(c3cccc(OC)c3)n3nc(N)nc3N2)cc1 (centres undefined)
23,21,-3,16,12,0,4,12,4,CCOC(=O)N1CCC(NC(=O)CS(=O)(=O)Cc2nc(-c3cccc(OC)c3)oc2C)CC1
9,4,3,5,11,3,14,4,9,CC(C)[C@H](NC(=O)Nc1ccc(Oc2ccccc2)cc1)C(=O)O
1,2,-2,3,11,-5,1,3,5,Cc1ccccc1NC(=O)c1cccc2nccnc12
-4,-6,3,-1,13,2,2,5,0,COc1ccc2c(c1OC)C(=O)N(c1ncn[nH]1)C2
11,8,6,3,-6,0,5,5,6,Cn1c(=O)c2c(nc(CN3CCN(c4ccc(F)cc4)CC3)n2CCN2CCOCC2)n(C)c1=O
3,7,0,-1,7,5,4,6,1,CCNC(=O)c1ccccc1-c1nc(-c2ccccc2Cl)no1
37,4,13,1,-5,2,9,4,-3,Cc1cccc(CC2CC(=O)N(c3ccccc3)C2=O)c1 (centres undefined)
9,16,-3,7,20,.,.,8,.,COc1ccc(C2=C(N)c3ccccc3C2=O)cc1
7,-52,-3,5,-2,2,6,-6,10,CCNC(=O)c1ccc(NS(=O)(=O)c2ccccc2)cc1
5,6,11,2,-6,-1,9,1,10,Cn1c(CNC(=O)Cc2ccc3c(c2)OCO3)nnc1SCc1ccccc1
9,14,11,4,5,2,0,6,3,CC(NS(=O)(=O)c1ccccc1)C(c1cccs1)N1CCN(c2ccccc2)CC1 (centres undefined)
-2,1,-6,3,7,10,6,2,6,O=c1cc(CSc2nnc(-c3ccco3)o2)c2ccccc2[nH]1
3,6,8,3,1,-1,-4,5,4,CCn1c(NC(=O)c2ccco2)c(-c2ccccc2Cl)c(=O)c2ccccc21
-1,-2,-1,5,12,-5,-8,7,.,N#Cc1c(N)oc(-c2ccco2)c1-c1ccco1
5,-1,1,-1,-6,1,0,8,4,CCc1nnc(NC(=O)c2c(O)c3cccc4c3n(c2=O)CC4)s1
10,13,15,5,3,-1,5,5,6,COc1ccc(NC(=O)c2c(-c3ccccc3Cl)noc2C)c(OC)c1

Other compounds:
Cathepsin G inh,C1s block,CatS inh,CatB mixtures,AP ELISA ortho,CatB block,CatL block,FXIa inh mix,E coli RNAP,SMILES
10,14,15,8,4,4,6,9,7,Cc1nc(C)c(-c2csc(Nc3cccnc3)n2)s1
10,7,-1,3,9,0,1,-2,1,CC(=O)c1cnc2nc(C(F)(F)F)nn2c1C
3,2,-3,1,3,1,-6,2,3,CCCS(=O)(=O)N1CCC(C(=O)NCCCN(C)Cc2ccccc2)CC1
8,4,-1,4,23,-1,-4,-3,3,CCN1CCN(CCCNc2ncnc3nc[nH]c23)CC1
-4,-25,8,0,11,2,12,10,2,O=C1c2ccccc2S(=O)(=O)N1Cc1nc2ccccc2s1
5,2,-3,1,21,1,-5,-2,4,COc1ccc(C2C(C(=O)N3CCN(c4ccccn4)CC3)CC(=O)N2c2ccc(OC)cc2)cc1 (centres undefined)
0,-2,-3,12,14,3,-1,-24,-4,Cc1noc(C)c1COC(=O)c1cc(=O)[nH]c2ccccc12
8,6,8,4,18,1,1,6,-1,COc1ccc(NC(=O)CSc2nnc(Cc3cccn3C)n2CCc2ccccc2)cc1OC
-10,-33,9,5,-4,6,4,5,6,CCCCNC(=O)c1sc(=S)n2c1[nH]c(=O)c1ccccc12
-4,-12,-8,-1,1,-3,1,1,1,CC(=O)c1ccc(N2CCN(C(=O)CCS(=O)(=O)c3ccc(C)cc3)CC2)cc1
8,14,-10,6,19,0,-5,8,3,CN1C(=O)N(C)C2C1N(C)S(=O)(=O)N2C (centres undefined)
12,13,1,5,8,1,9,-12,10,O=C1NCCCC1C(=O)Nc1cccc(C(F)(F)F)c1 (centres undefined)
3,-4,10,9,6,-1,6,1,10,Nc1cc(N)c(OCC(F)(F)F)cc1OCC(F)(F)F
9,-3,6,4,12,0,-9,5,1,CN(C)c1ccc(NC(=O)c2ccncc2)c2ccccc12
1,-8,-7,5,12,-7,-4,6,5,Cc1cc(C)nc(NC2=NCC(=O)N2c2ccc3c(c2)OCCO3)n1
9,3,-4,-9,6,-1,-4,-2,6,CCC(C)c1c(O)nc(SCc2ccccc2)[nH]c1=O (centres undefined)
12,12,-3,6,14,-1,1,7,1,CCOC(=O)c1sc(NC(=O)c2ccc(S(=O)(=O)N3CCOCC3)cc2)cc1C
-5,-35,7,-1,8,-1,.,4,3,CCOc1cccc(NC(=O)c2ccc(S(=O)(=O)N(C)C)cc2)c1
7,6,-9,1,13,-1,6,10,4,CCOc1ccccc1C1NC(=O)NC(C)=C1C(=O)OC1CCCCC1 (centres undefined)
0,3,1,9,19,-4,4,11,2,O=C1CC(c2ccc(F)cc2)C2=C(CCCC2=O)N1 (centres undefined)
